MmCpn inh: inhibitors of Methanococcus maripaludis chaperonin (MmCpn) | AID 504842 | Potency, µM (top dose mostly 76.9 µM), without a hit: at the top dose activity, negative = inhibition, most hits filed as inhibitors | purified Mm-Cpn ATPase, ADP Transcreener TR-FRET | 330,000 tested, 0.031% active; further: potency means the concentration at half of the fitted maximal effect; on the % scale 0 is the no-effect control and ±100 the full control effect; nearly all actives have a fitted effect of over 80% in size
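Reaction buffer contained 30 mM Tris pH 7.4, 100 mM KCl, 5 mM MgCl2 and 1 mM DTT. Mm-CPN (25 nM final) hydrolysed 10 uM ATP over 30 min at 37°C; ADP was read by HTRF.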
CCT modulator: changes cytosolic chaperonin activity; AID 651819; activity change, % (concentration not given with the values), hits read low; 360,000 tested, 0.3% active; purified chaperonin ATPase assay, HTRF ADP detection, 30 min; in the data active means activity change below about -30%; further: on the % scale 0 is the no-effect control and ±100 the full control effect
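ATPase activity: ADP formed was measured by HTRF Transcreener (665/615 nm ratio) after 30 min at 37 deg C with 10 uM ATP. Compounds screened at one 76 uM concentration against 40 or 20 nM TRiC in Tris pH 7.4/KCl/MgCl2/DTT buffer.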
EPAC2 antagonist: EPAC2 (human) antagonism. Q8WZA2. EPAC2 GEF exchange of Rap1B-BODIPY-GDP, fluorescence. Potency, µM (doses to about 114 µM), inactives show top-dose activity, negative = inhibition, most hits filed as inhibitors. 360,000 tested, 0.18% active. AID 720708; further: potency means the concentration at half of the fitted maximal effect; on the % scale 0 is the no-effect control and ±100 the full control effect; nearly all actives have a fitted effect of over 45% in size; many of its hits are not listed in these tables
WRN inhibitor: WRN helicase (human) inhibition. 360,000 tested, 0.46% active. AID 651768. WRN helicase unwinding, fluorescent forked duplex, kinetic. Q14191. Potency, µM (titrated, usually from 114 µM), without a hit: at the top dose activity change, negative = inhibition, hits mostly inhibitors; further: potency means the concentration at half of the fitted maximal effect; on the % scale 0 is the no-effect control and ±100 the full control effect; nearly all actives have a fitted effect of over 55% in size
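Screening of the MLSMR collection measured strand separation of a quenched forked DNA duplex (100 nM) by 20 nM WRN with 2 mM ATP, all final. Compounds were preincubated with enzyme 15 min at room temperature.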
EPAC1 antag: antagonists of human EPAC1 | Potency, µM (top dose mostly 115 µM), without a hit: at the top dose activity change, negative = inhibition, most hits filed as inhibitors | 360,000 tested, 0.14% active | AID 720709 | O95398 | EPAC1 GEF assay, Rap1b-BODIPY-GDP exchange fluorescence;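 further: potency means the concentration at half of the fitted maximal effect; plate controls were vehicle for no effect and positive control for full effect; nearly all actives have a fitted effect of over 50% in size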
PI5P4Ka inh: blocks human PI5P4K alpha kinase activity; max response, %; PI5P4Kalpha enzyme, ADP-Glo luminescence, 60 min; stronger effect = lower value; P48426; AID 652105; 330,000 tested, 1.2% active; active means max response of -50% or lower; inconclusive means between -30% and -50%; inactive means -30% or higher; further: value at the top dose of about 77 µM; on the % scale 0 is the no-effect control and ±100 the full control effect
Target sequence (P48426 whole entry, looked up): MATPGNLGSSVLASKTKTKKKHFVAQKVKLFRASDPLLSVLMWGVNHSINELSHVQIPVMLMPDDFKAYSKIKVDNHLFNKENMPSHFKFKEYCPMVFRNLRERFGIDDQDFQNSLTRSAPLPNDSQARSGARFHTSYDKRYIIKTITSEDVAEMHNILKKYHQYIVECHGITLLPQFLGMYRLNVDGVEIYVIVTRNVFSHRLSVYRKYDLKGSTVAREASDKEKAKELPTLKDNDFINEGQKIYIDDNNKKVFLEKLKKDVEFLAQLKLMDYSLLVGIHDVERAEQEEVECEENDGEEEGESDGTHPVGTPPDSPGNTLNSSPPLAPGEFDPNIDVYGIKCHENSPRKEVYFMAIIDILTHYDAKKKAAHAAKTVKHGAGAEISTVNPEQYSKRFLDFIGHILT
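PI5P4Kalpha ADP-Glo assay; 5 microM ATP final; 60 min RT reaction; HEPES pH 7.4/EGTA/CHAPS, 5% DMSO; controls lacking substrate or enzyme; luminescent end-point.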
PLK1 PBD inh: inhibitors of human PLK1 polo-box domain binding; Potency, µM, for inactives: max response, negative = inhibition, hits mostly inhibitors; Plk1 PBD binding of FITC phosphopeptide, fluorescence polarization; 360,000 tested, 2.8% active; further: potency means the concentration at half of the fitted maximal effect; series mostly up to about 57 µM; on the % scale 0 is the no-effect control and ±100 the full control effect; nearly all actives have a fitted effect of over 65% in size
Target sequence (P53350 whole entry, looked up, the tested form may be a part): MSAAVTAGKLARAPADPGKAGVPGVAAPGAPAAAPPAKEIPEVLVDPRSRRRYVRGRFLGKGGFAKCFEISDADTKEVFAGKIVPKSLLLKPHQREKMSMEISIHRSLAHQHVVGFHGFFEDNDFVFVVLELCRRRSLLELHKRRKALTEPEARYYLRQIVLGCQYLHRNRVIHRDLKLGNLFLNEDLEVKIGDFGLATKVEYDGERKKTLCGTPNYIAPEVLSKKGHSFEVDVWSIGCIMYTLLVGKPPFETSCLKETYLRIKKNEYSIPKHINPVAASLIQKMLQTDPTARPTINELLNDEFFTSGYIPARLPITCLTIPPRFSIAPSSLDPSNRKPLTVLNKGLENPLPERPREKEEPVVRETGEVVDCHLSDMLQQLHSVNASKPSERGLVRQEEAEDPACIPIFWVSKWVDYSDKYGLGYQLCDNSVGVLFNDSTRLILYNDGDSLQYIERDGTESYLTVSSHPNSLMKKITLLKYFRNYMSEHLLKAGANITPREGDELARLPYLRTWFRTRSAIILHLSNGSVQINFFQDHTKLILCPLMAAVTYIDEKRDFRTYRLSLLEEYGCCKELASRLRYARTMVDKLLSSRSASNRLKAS
EPAC1 agonist: agonists of human EPAC1 | O95398 | Potency, µM (highest dose often 154 µM), for inactives: at the top dose activation, actives largely listed as activators | EPAC1 agonist qHTS, biochemical assay; response scale: 100% = response to 6.5 mM cAMP | 360,000 tested, 0.073% active; further: potency means the concentration at half of the fitted maximal effect; nearly all actives have a fitted effect of over 60% in size
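EPAC1 100 nM, Rap1B–BODIPY-GDP 250 nM, unlabeled GDP 50 uM; compound titration; 5 min RT; kinetic read ex480/em540 at 5-min intervals ×30 min; data normalized to 6.5 mM cAMP agonist control.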
Active calls of the source: *; ? = inconclusive; nt = no result given; [ ] = remark or other dose. Unless noted, the call rests on the fitted dose curve; in most records, active means well fitted curve in the direction sought with a large enough effect; inconclusive means small, poorly fitted or top-dose-only effect, or another doubt; inactive means no such curve, though single readings can be large; an effect the other way counts as inactive or inconclusive.

SMILES	MmCpn inh	CCT modulator	EPAC2 antagonist	WRN inhibitor	EPAC1 antag	PI5P4Ka inh	PLK1 PBD inh	EPAC1 agonist
CCCCCSc1nc2c(cnn2-c2ccccc2)c(=O)[nH]1	-1%	1.4	-1%	1%	9%	-1	-6%	-1%
COc1ccc(CCNC(=O)CSc2nn(-c3ccccc3)c(=S)s2)cc1	0%	-2.8	-4%	-8%	3%	6	-4%	-5%
CN(CC(=O)NCc1ccccc1Cl)S(=O)(=O)c1ccc2c(c1)n(C)c(=O)c(=O)n2C	3%	0.4	4%	6%	7%	3	-11%	16%
O=C(Cc1ccc(Cl)cc1)NCCS(=O)(=O)N1CCN(c2ccccc2F)CC1	-6%	-1.9	-2%	-4%	3%	-2	-2%	-7%
CC(C)(C)NC(=O)NC(=O)CN1CCN(C(c2ccccc2)c2ccccc2)CC1	4%	-1.7	-15%	-8%	-11%	1	-2%	8%
O=C(c1ccc(Cn2c(=S)[nH]c3ccccc3c2=O)cc1)N1CCN(c2ccccn2)CC1	-3%	0.1	-9%	-3%[57.1 µM]	-13%	0	-1%	6%
CCc1ncc(C(O)c2ccc(Cl)cc2)n1Cc1ccccc1 (stereo not given)	nt	-2.1	-4%	-2%	2%	10	2%	-6%
O=C(c1ccccc1)N1N=C(c2ccccc2)CC1c1ccccc1 (stereo not given)	1%	-2.3	-15%	-2%	-16%	5	-6%	14%
O=C(NCCS(=O)(=O)c1ccc(Br)cc1)c1c(F)cccc1F	2%	0.5	9%	1%	-16%	7	4%	-2%
C=CCn1c(SCC(=O)OCC)nc2cc(C(=O)NCc3ccco3)ccc2c1=O	1%	0.3	-1%	-11%	8%	nt	-2%	4%
CN(C)c1ccnc(Nc2ccc(O)cc2)c1C#N	0%	0.4	2%	-1%	6%	4	5%	0%
CCOC(=O)N1CCC(NC(=O)c2ccc(NC(=O)C3CCCO3)cc2)CC1 (stereo not given)	1%	-0.4	2%	2%	5%	nt	-4%	1%
Cc1ccc(NC(=O)c2cccnc2)cc1C	-1%	-3.4	6%	11%	0%	-4	-2%	-3%
Cc1ccc(NCCC(=O)c2cccc([N+](=O)[O-])c2)cc1	1%	3.9	5%	-7%	-4%	nt	?	9%
O=C(O)C(Cc1ccnc2ccccc12)=NO	nt	2.0	13%	0%	6%	2	3%	-3%
c1ccc(C(c2ccccc2)c2noc(CN3CCN(C4CCCC4)CC3)n2)cc1	2%	-2.9	-19%	0%	-5%	-1	-5%	3%
COc1ccccc1NC(=O)N(C)C[C@@H]1OCc2cnnn2CCCC(=O)N([C@@H](C)CO)C[C@@H]1C	nt	1.1	-14%	-7%	13%	5	-15%	13%
O=C(CSc1nnc(-c2ccncc2)o1)Nc1cc(Cl)ccc1C(=O)O	0%	-1.3	5%	-10%	15%	-1	-19%	-3%
CC(C)NC(=O)C(=O)Nc1ccc2c(c1)N(S(=O)(=O)c1cccs1)CCC2	0%	0.2	9%	-5%	5%	6	-10%	4%
C/C=C/C(=O)OCC(=O)NC(=O)NC(C)C	0%	-1.1	7%	9%	-12%	-2	1%	-16%
CC(N)=Nc1ccc([N+](=O)[O-])cc1	-6%	0.4	-1%	4%	-11%	3	-3%	-10%
O=C(C1CCC(=O)N1Cc1cccnc1)N1CCN(c2ccc(F)cc2)CC1 (stereo not given)	3%	-0.7	5%	-6%	8%	2	5%	-5%
CCS(=O)(=O)N1CCC(NC(C)=O)(c2ccccc2)CC1	2%	-3.7	3%	-1%	-6%	-2	-21%	6%
Cc1ccc(C(=O)N(C)Cc2ccccc2)cc1S(=O)(=O)N1CCOCC1	-7%	1.0	5%	-10%	5%	3	3%	-4%
CCN(CC)C(=O)Oc1ccc(Br)cc1C(=O)Nc1ccc(F)c(Cl)c1	-1%	0.3	-14%	-3%	1%	-5	3%	4%
Cc1ccc(S(=O)(=O)N2CCOC2CNC(=O)C(=O)NCC(C)C)cc1 (stereo not given)	0%	-0.3	-1%	-12%	-24%	6	-4%	1%
O=c1[nH]nc(-c2ccc(OCc3ccc(Cl)cc3Cl)cc2)o1	-1%	0.5	20%	-4%[57.1 µM]	-24%	-2	-5%	7%
CCC1(c2ccc(F)cc2)NC(=O)N(CC(=O)N2c3ccccc3CC2C)C1=O (stereo not given)	-2%	1.2	0%	-2%	-5%	0	3%	-2%
CC1C(=O)Nc2ccccc2N1C(=O)c1c(F)cccc1F (stereo not given)	1%	0.0	5%	-7%	-19%	-5	-2%	5%
CCCc1[nH]nc2c1C(c1ccoc1)C(C#N)=C(N)O2 (stereo not given)	1%	0.7	-1%	-17%	6%	?	?	-8%

Structural class, those above containing an aryl methoxy group (2)
SMILES	MmCpn inh	CCT modulator	EPAC2 antagonist	WRN inhibitor	EPAC1 antag	PI5P4Ka inh	PLK1 PBD inh	EPAC1 agonist
COc1ccc(CCNC(=O)CSc2nn(-c3ccccc3)c(=S)s2)cc1	0%	-2.8	-4%	-8%	3%	6	-4%	-5%
COc1ccccc1NC(=O)N(C)C[C@@H]1OCc2cnnn2CCCC(=O)N([C@@H](C)CO)C[C@@H]1C	nt	1.1	-14%	-7%	13%	5	-15%	13%

Additional structures.
SMILES	MmCpn inh	CCT modulator	EPAC2 antagonist	WRN inhibitor	EPAC1 antag	PI5P4Ka inh	PLK1 PBD inh	EPAC1 agonist
Cc1ccc(C(=O)COC(=O)CN2C(=O)C3C4CCC(C4)C3C2=O)cc1[N+](=O)[O-] (stereo not given)	-1%	-1.4	0%	-23%	-22%	-11	0%	11%
COc1cccc(-c2nc(Oc3cccc(C)c3C)c3ccccc3n2)c1O	1%	1.6	19%	-10%	22%	12	-1%	0%
CCCCc1ccc(S(=O)(=O)NC(=O)C2(C)CCN2C(=O)Cc2ccccc2)cc1 (stereo not given)	nt	-1.1	0%	-3%	8%	-1	-7%	-12%
CC1(C)Cc2c(C#N)c(OCC(=O)c3ccccc3)nc(-c3ccoc3)c2CO1	0%	-2.1	1%	-9%	-1%	-9	27µM*	1%
COc1ccc([C@H]2N[C@]3(CCCN(Cc4ccco4)C3=O)[C@H]3C(=O)N(Cc4ccccc4)C(=O)[C@@H]23)cc1	nt	-0.9	0%	8%	11%	-5	-3%	7%
CCC(Oc1ccccc1)C(=O)OCC(=O)Nc1sccc1C(N)=O (stereo not given)	-3%	0.7	-8%	-16%	-15%	-24	-6%	2%
O=C(CC1NCCNC1=O)Nc1ccc(Cl)c(Cl)c1 (stereo not given)	0%	-2.7	3%	-4%	2%	10	-5%	5%
O=C(/C=C/c1ccco1)Nc1ccc2c(c1)OCCO2	-1%	-1.1	4%	-19%	-2%	-12	-9%	1%
Cc1ccc(S(=O)(=O)N(CCO)Cc2cc3ccc(C)c(C)c3[nH]c2=O)cc1	-9%	-0.3	4%	-7%	-16%	nt	-10%	2%
COc1ccc(NS(=O)(=O)c2cc3c(cc2C)N(C)CCO3)c(OC)c1	0%	-0.2	-18%	3%	12%	-2	0%	1%
CCNC(=O)NC(=O)COC(=O)CCCSc1nc2ccccc2s1	0%	-0.5	6%	-4%	-18%	4	-4%	-4%
N=c1n(Cc2ccccc2Cl)c2ccccc2n1CC(O)c1ccco1 (stereo not given)	3%	-8.8	2%	2%	-9%	0	-4%	-4%
COc1ccc(C(=O)NCCc2c[nH]c3ccccc23)cc1	-4%	-0.1	-2%	3%	1%	2	-9%	5%
COC(=O)c1ccc(NC(=O)CN2CCN(c3ccccc3)CC2)cc1	2%	-5.3	2%	6%	10%	nt	-1%	4%
CCOC(=O)C(C#N)(Cc1ccc2ccccc2n1)Cc1ccc2ccccc2n1	nt	-2.0	-9%	-1%	-18%	5	-7%	-3%
Cc1occc1C(=O)Nc1sc2c(c1C(N)=O)CCC(C(C)(C)C)C2 (stereo not given)	-1%	4.4	-14%	-12%	-12%	nt	-30%	3%
COCOc1ccc(C=O)c(OCOC)c1	nt	-0.1	-12%	6%	3%	-4	-8%	-10%
COc1ccc(-c2noc(CNC(=O)c3ccc4c(c3)OCO4)n2)cc1OC	-2%	-1.1	2%	4%	-13%	-4	-3%	8%
CC1=CC(C)(C)N(C(=O)CSc2ncn[nH]2)c2ccc(C)cc21	2%	0.8	4%	-8%	6%	nt	-7%	2%
CCOc1ccc(NC(=O)CCNS(=O)(=O)c2ccc3c(c2)oc(=O)n3C)cc1	1%	-1.3	1%	-9%	4%	1	-8%	6%
O=C(CSc1nnc(C2COc3ccccc3O2)o1)N1CCN(c2ccccc2)CC1 (stereo not given)	-4%	-0.9	5%	3%	13%	-1	1%	2%
O=C(CSc1nnc(-c2c[nH]c3ccccc23)o1)N1CCCCC1	0%	3.9	-6%	-7%	-4%	nt	-10%	1%
O=C(CN1CCN(S(=O)(=O)c2cccc(Cl)c2)CC1)NCC1(N2CCOCC2)CCCCC1	0%	-2.2	-4%	-4%	1%	2	3%	9%
CCc1nnc(NS(=O)(=O)c2ccc(NC(=S)NC(=O)/C=C/c3ccc(F)cc3)cc2)s1	0%	-2.3	-3%	?	22µM*	?	17µM*	-6%
CCO/N=C(/c1nonc1N)N1CCN(c2ccc([N+](=O)[O-])cc2)CC1	0%	-3.2	7%	1%	4%	nt	-1%	5%
COCCCNc1nc(SCc2ccccc2)nc2sc3c(c12)CCC3	-2%	-4.3	-7%	-11%	-3%	3	-15%	14%
COc1cc2c(C(=O)NCc3ccc4c(c3)OCO4)cn(CC(C)C)c(=O)c2cc1OC	-1%	1.1	-1%	-2%	4%	12	2%	0%
COC(=O)C1CCN(Cc2ccc(OCCCN3CCN(c4ccc([N+](=O)[O-])cc4)CC3)cc2)CC1	0%	-4.9	2%	3%	-4%	1	-4%	-7%
Cc1ccc(C(=O)N/C(=C/c2cccs2)C(=O)N2CCCCCC2)cc1	-1%	0.4	-16%	-4%	-5%	nt	-8%	14%
O=c1c2ccccc2nc(-c2ccco2)n1/N=C/c1ccccc1O	0%	-0.7	14%	-30%	7%	7	-10%	2%
O=C(NC(=S)NNC(=O)c1ccccc1O)c1cccc([N+](=O)[O-])c1	-1%	2.0	1%	-2%[57.1 µM]	-21%	-4	-4%	-2%
CC(=O)Nc1ccc(OCC(=O)NC(C)C(C)C)cc1 (stereo not given)	-1%	-1.7	11%	11%	-11%	-4	-16%	-5%
Cc1cc(C)cc(NC(=O)c2ccc(CNc3c(N4CCCC4)c(=O)c3=O)cc2)c1	-1%	-1.5	0%	7%	-7%	-2	2%	0%
O=C(O)/C=C/C(=O)NCCCc1ccccc1	4%	0.4	-2%	1%	-29%	?	27µM*	-4%

Assay outcomes: PubChem, National Center for Advancing Translational Sciences (NCATS)

Not all compounds are listed. The share of hits here may be higher or lower than overall.
